Lipid storage S3 = qHTS Assay for Lipid Storage Modulators in Drosophila S3 Cells; Drosophila S3 cells, BODIPY lipid droplet fluorescence, 18-24 h; cells fed with added oleic acid; Potency in µM for hits, for the others lipid storage change, negative = inhibition, % at the top dose, mostly 46.1 µM; 320,000 tested, 0.64% active; active means well fitted inhibition curve with a large enough effect in the signal ratio, with a control signal flat, not every such curve was filed as active; inconclusive means small, poorly fitted or top-dose-only effect, or effect the other way, or a change in a side signal; the % refers to the signal ratio
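Drosophila S3 cells got compounds at several concentrations plus oleic acid (400 uM solution). Laser-scanning cytometry with 488 nm excitation read lipid droplets at 500-530 nm and cells at 575-640 nm. Percent activity was relative to 20 uM Triacsin C.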
Lipid storage S3 cell count max = recorded beside Lipid storage S3, whose call it bears; cell number change, %; measured here: cell count max response;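 cells counted by Cell Tracker Red CMTPX staining in the red channel; peak over a dose series mostly up to 46.1 µM; percent activity relative to internal control wells on each plate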
* marks the source's active call; other numbers are inactive results; u = inconclusive; x = no result given; & = joins results of further samples. On the % scale 0 is the no-effect control and ±100 the full control effect; potency means the concentration at half of the fitted maximal effect. Only part of the results is shown (hit frequency here may not be typical).

Sample of the layout, seven compounds:
Lipid storage S3	Lipid storage S3 cell count max	smiles
1%	-8	COc1cc2ncnc(Nc3cccc(Cl)c3)c2cc1OC
6%	5	N#Cc1ccc(C(c2ccc(C#N)cc2)n2cncn2)cc1
u	x	CC(C)=CCOc1c2ccoc2cc2oc(=O)ccc12
u	x	CCC(NC(C)C)C(O)c1ccc(O)c2[nH]c(=O)ccc12 (stereo unspecified)
u	x	COc1ccc(-c2cc(=O)c3c(O)cc(O[C@@H]4O[C@H](CO[C@@H]5O[C@@H](C)[C@H](O)[C@@H](O)[C@H]5O)[C@@H](O)[C@H](O)[C@H]4O)cc3o2)cc1O
u	x	C=CC[n+]1ccc(/C=C2\C=Cc3cc(C)ccc3N2CC)c2ccccc21
-1%	-1	O=c1oc2c(O)c(O)cc3c(=O)oc4c(O)c(O)cc1c4c23

Results, from the first entry:
Lipid storage S3	Lipid storage S3 cell count max	smiles
1%	-8	COc1cc2ncnc(Nc3cccc(Cl)c3)c2cc1OC
6%	5	N#Cc1ccc(C(c2ccc(C#N)cc2)n2cncn2)cc1
u	x	CC(C)=CCOc1c2ccoc2cc2oc(=O)ccc12
u	x	CCC(NC(C)C)C(O)c1ccc(O)c2[nH]c(=O)ccc12 (stereo unspecified)
u	x	COc1ccc(-c2cc(=O)c3c(O)cc(O[C@@H]4O[C@H](CO[C@@H]5O[C@@H](C)[C@H](O)[C@@H](O)[C@H]5O)[C@@H](O)[C@H](O)[C@H]4O)cc3o2)cc1O
u	x	C=CC[n+]1ccc(/C=C2\C=Cc3cc(C)ccc3N2CC)c2ccccc21
-1%	-1	O=c1oc2c(O)c(O)cc3c(=O)oc4c(O)c(O)cc1c4c23
u	x	COC(=O)C1=CO[C@@H](O[C@@H]2O[C@H](CO)[C@@H](O)[C@H](O)[C@H]2O)C2C1C[C@H](O)[C@@H]2C (stereo partly specified)
1%	8	NOCC(=O)O
u	x	CCCCNc1ccc(C(=O)OCCOCCOCCOCCOCCOCCOCCOCCOCCOC)cc1
u	x	CC(=O)Nc1ccc(CC(=O)O)cc1
-5%&2%	-3&0	CN(C)CCCC1(c2ccc(F)cc2)OCc2cc(C#N)ccc21 (stereo unspecified)
-2%&-4%&3%	11&-11	Cc1ccc(N(CC2=NCCN2)c2cccc(O)c2)cc1
-14%	-9	CNCCCN1c2ccccc2CCc2ccccc21
2%	4	C[N+]1(C)CCC(=C(c2ccccc2)c2ccccc2)CC1
3%	14	Oc1ccc(C2CNCCc3c2cc(O)c(O)c3Cl)cc1 (stereo unspecified)
19%	x	CC1(C)O[C@H]2CC(=O)OC[C@@]23C1CC(=O)[C@]1(C)C3CC[C@@]2(C)[C@H](c3ccoc3)OC(=O)[C@H]3O[C@]321 (stereo partly specified)

In the list so far, two have a cyano group.
Lipid storage S3	Lipid storage S3 cell count max	smiles
6%	5	N#Cc1ccc(C(c2ccc(C#N)cc2)n2cncn2)cc1
-5%&2%	-3&0	CN(C)CCCC1(c2ccc(F)cc2)OCc2cc(C#N)ccc21 (stereo unspecified)

Assay outcomes: PubChem BioAssay, National Center for Advancing Translational Sciences (NCATS)
